High-throughput results: PubChem, several laboratories
MsrA act: activates bovine MsrA enzyme; purified bovine MsrA, absorbance read-out; activation, % at 10.6 µM; 0.3% of 360,000 active; in the data active = activation above about 7.5%;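 also: 0% = vehicle and 100% = reference activator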
FAS-TE inh: FAS thioesterase (human) inhibition | AID 602261 | inhibition, % at 15 µM | recombinant FAS-TE, OMFH fluorogenic substrate, fluorescence endpoint | 0.67% of 360,000 active | P49327;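 active = compounds whose normalised, plate-corrected inhibition of enzyme fluorescence in the single-dose primary screen is 50% or more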;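 also: 0% = DMSO with enzyme and 100% = substrate without enzyme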
SKN-1 inh: inhibitors of C. elegans SKN-1 | 0.49% of 360,000 active | C. elegans VP596 Pgst-4::GFP/RFP ratio, acrylamide-induced, 24 h | inhibition, % at 21.8 µM;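 active = interference check ratio from 0.5 to 1.5 plus GFP to RFP signal ratio inhibition reaching or exceeding a fixed threshold, cut at about 30% in these data, passing the limit was not always enough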; also: some compounds called inactive have numbers as strong as hits
E coli Lon inh: E. coli protease La inhibition | P0A9M0 | inhibition, % at 7.94 µM | purified E. coli Lon protease, fluorescence polarization | AID 602123 | 0.42% of 360,000 active; in the data active = inhibition above about 13%, passing the limit was not always enough;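 also: 0% = enzyme with probe and DMSO and 100% = no enzyme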
Target sequence (P0A9M0 whole entry, looked up): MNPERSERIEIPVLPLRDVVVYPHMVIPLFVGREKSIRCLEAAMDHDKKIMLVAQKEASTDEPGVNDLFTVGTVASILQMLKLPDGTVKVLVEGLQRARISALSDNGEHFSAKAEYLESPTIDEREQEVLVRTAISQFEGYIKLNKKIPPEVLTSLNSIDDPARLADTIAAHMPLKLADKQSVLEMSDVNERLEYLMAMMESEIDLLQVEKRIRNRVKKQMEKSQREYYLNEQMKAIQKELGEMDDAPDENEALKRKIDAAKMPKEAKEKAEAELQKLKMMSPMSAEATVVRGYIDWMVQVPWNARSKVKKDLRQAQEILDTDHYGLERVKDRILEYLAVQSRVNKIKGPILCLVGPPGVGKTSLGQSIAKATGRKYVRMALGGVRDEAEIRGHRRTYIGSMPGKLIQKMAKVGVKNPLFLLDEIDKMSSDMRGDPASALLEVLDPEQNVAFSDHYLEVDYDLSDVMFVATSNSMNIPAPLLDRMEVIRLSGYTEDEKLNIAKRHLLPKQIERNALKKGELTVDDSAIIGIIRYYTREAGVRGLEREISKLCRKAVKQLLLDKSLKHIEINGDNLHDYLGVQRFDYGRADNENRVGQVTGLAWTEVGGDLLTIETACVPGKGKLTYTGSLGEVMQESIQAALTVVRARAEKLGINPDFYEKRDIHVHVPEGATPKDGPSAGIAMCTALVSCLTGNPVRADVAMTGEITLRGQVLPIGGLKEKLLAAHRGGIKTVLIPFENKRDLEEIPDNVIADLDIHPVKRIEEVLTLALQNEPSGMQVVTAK
NRP1-CendR mod: NRP-1/CendR interaction modulation | inhibition, % at 25 µM | FAM-RPARPAR peptide binding to NRP-1, fluorescence polarization | AID 602438 | O14786 | 0.85% of 360,000 active;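 active = inhibition or corrected inhibition above about 18%, plus a signal ratio from 0.5 to 1.5, limit read from the data, passing the limit was not always enough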; also: strong numbers were not always called active
MT1-MMP act inh: MT1-MMP (human) activation inhibition. HT1080 RFP-PRO-GFP cells, GFP/RFP ratio fluorescence, overnight; percent of plate control window, DMSO zero. GFP/RFP ratio change, % at 20 µM. 0.061% of 360,000 active;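 active = GFP/RFP ratio change of at least 30% with cell ATP level not reduced by more than half and red fluorescence within 50% of control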; also: strong numbers were not always called active
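Assay system: HT1080 RFP-PRO-GFP cells. Benchmarks: DMSO vehicle wells and RFP-L50D-GFP reporter cell wells. Times: overnight cell settling, then overnight compound exposure, 37 °C, 5% CO2. Compound: 20 µM single dose, 1% DMSO. Read-out basis: GFP/RFP fluorescence ratio.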
PABP1 MLLE inh: blocks PAM2 peptide binding to the PABP1 MLLE domain. P11940. GST-MLLE / FITC-PAM2 fluorescence polarization. inhibition, % at 20 µM. 0.36% of 360,000 active. AID 588489; in the data active = inhibition above about 35%, passing the limit was not always enough;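 also: plate controls were DMSO wells with GST-MLLE for no effect and wells lacking GST-MLLE protein for full effect; some results filed as inactive read as strong as hits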
TbMetRS inhib: Trypanosoma brucei MetRS inhibition; purified T. brucei MetRS, ATP depletion, Kinase-Glo luminescence; inhibition, % at 11.9 µM; 0.4% of 360,000 active; AID 624268;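 active = inhibition above a per-plate cutoff of the control wells' mean inhibition plus 3 SD, cut at about 5.5% in these data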;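 also: 0% = DMSO wells median and 100% = median of wells with control inhibitor compound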
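Dosing: 11.9 µM single point; system: parasite MetRS enzyme; technique: luminescence of leftover ATP; times: 15 min enzyme-compound preincubation, 2 h reaction, 10 min detection, 25 °C; replicates: each compound tested once; read-out basis: percent inhibition relative to median high and low control wells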
MsrA inhibitor: inhibitors of bovine MsrA; purified bovine MsrA, absorbance read-out; inhibition, % at 15.5 µM; 0.75% of 360,000 active; AID 651718; in the data active = inhibition above about 4.5%;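 also: 0% = vehicle wells with enzyme and 100% = reference inhibitor wells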
Starred values were filed as active, the others as inactive; x = not tested or not shown. Compounds as they come (roughly 4% active in at least one column).

SMILES	MsrA act	FAS-TE inh	SKN-1 inh	E coli Lon inh	NRP1-CendR mod	MT1-MMP act inh	PABP1 MLLE inh	TbMetRS inhib	MsrA inhibitor
CCOc1ccc(NC2=NCC(=O)N2CCc2ccccc2)cc1	-9	-4	-11	-5	-4	-1	6	-0.5	3.1
N#CC1=C(N)C(C#N)(C#N)C(c2ccncc2)C2CN(C(=O)OCc3ccccc3)CC=C12 (centres undefined)	-1	13	5	-6	-26	-42	13	0.1	0.9
COc1ccccc1N(CN1CCCC1=O)C(=O)c1c(F)cccc1Cl	-7	-8	-1	-3	-6	4	3	-0.8	0.7
Nc1nnc(SCc2ccc3c(c2)OCO3)s1	-13	-14	-16	-4	9	x	14	-1.2	-1.1
COC(=O)C1C2CC3c4[nH]c5cc(OC)ccc5c4CCN3CC2CC(O)C1OC (centres undefined)	-4	-14	7	-16	-87	-4	-14	-1.5	0.3
CC(C)C(=O)N1CCC1(C)C(=O)NCc1cc(Cl)ccc1F (centres undefined)	-2	-5	-15	-7	-5	8	6	0.3	0.9
COc1cc2oc(=O)c3c(c2cc1OCC(=O)c1c(C)n(C)c2ccccc12)CCCC3	-2	-9	10	-4	2	7	0	0.5	-1.0
CCOCCCNC(=O)C1(O)c2cc(Br)ccc2NC(=O)N1c1cccc(OC)c1 (centres undefined)	-1	-2	6	-3	10	5	-16	-0.2	-0.5
Cc1cc(C)nc(SCc2n[nH]c(=S)n2C)n1	-1	-4	16	-15	11	5	-7	-0.7	-0.4
COCCn1c(SCC(=O)NNC(=O)c2cc(Cl)ccc2OC)nnc1-c1ccncc1	0	-2	-9	-1	-2	-2	-13	-0.2	-0.8

3 of the compounds above, with each value named.
> COc1cc2oc(=O)c3c(c2cc1OCC(=O)c1c(C)n(C)c2ccccc12)CCCC3
  MsrA act: -2; FAS-TE inh: -9; SKN-1 inh: 10; E coli Lon inh: -4; NRP1-CendR mod: 2; MT1-MMP act inh: 7; PABP1 MLLE inh: 0; TbMetRS inhib: 0.5; MsrA inhibitor: -1.0

> CCOCCCNC(=O)C1(O)c2cc(Br)ccc2NC(=O)N1c1cccc(OC)c1 (centres undefined)
  MsrA act: -1; FAS-TE inh: -2; SKN-1 inh: 6; E coli Lon inh: -3; NRP1-CendR mod: 10; MT1-MMP act inh: 5; PABP1 MLLE inh: -16; TbMetRS inhib: -0.2; MsrA inhibitor: -0.5

> Cc1cc(C)nc(SCc2n[nH]c(=S)n2C)n1
  MsrA act: -1; FAS-TE inh: -4; SKN-1 inh: 16; E coli Lon inh: -15; NRP1-CendR mod: 11; MT1-MMP act inh: 5; PABP1 MLLE inh: -7; TbMetRS inhib: -0.7; MsrA inhibitor: -0.4

Next section.
SMILES	MsrA act	FAS-TE inh	SKN-1 inh	E coli Lon inh	NRP1-CendR mod	MT1-MMP act inh	PABP1 MLLE inh	TbMetRS inhib	MsrA inhibitor
CC(=O)N1CCN(Cc2nc3cc(NC(=O)Nc4ccccc4)ccc3n2C)CC1	0	-3	-3	2	-1	-5	6	1.0	-0.9
CN1CCC(=NNC(=O)CN(c2cccc(Cl)c2)S(C)(=O)=O)CC1	-9	-11	2	2	8	4	-16	-0.8	1.2
CC(OC(=O)Cc1n[nH]c(=O)c2ccccc12)C(=O)Nc1ccccc1[N+](=O)[O-] (centres undefined)	-3	-4	-9	-9	7	3	-3	-0.4	-0.5
Cc1cc(C(=O)CCC(=O)N2CCN(c3ccccc3F)CC2)c(C)s1	-1	7	-6	1	0	-1	5	-0.4	-0.7
COc1cccc(N2CCN(C(=O)c3ccc(CS(=O)Cc4ccc(Cl)cc4)o3)CC2)c1 (centres undefined)	-2	5	-7	-1	2	5	13	-0.4	-0.5
CCOc1ccc(C2c3[nH]c4ccccc4c3C[C@H]3C(=O)N(C4CC4)CC(=O)N23)cc1OC (some centres undefined)	-1	-1	0	2	-51	6	-6	1.4	2.9
CN(C)c1ccc(/C=c2\sc3n(c2=O)CCCN=3)cc1	-5	-12	2	-125	-90	-18	-70	-0.7	0.2
Nc1nc(-c2cc(Cl)cc(Cl)c2OC(F)F)cs1	-3	14	1	9	10	0	-2	-1.1	-0.9
Fc1cccc(Cc2c(C3CCCCC3)nc3ccc(Cl)cn23)c1	-2	13	-1	-14	4	0	2	0.1	-1.1
COCC1CCCN(C(=O)c2cc(COc3cncc(Cl)c3)on2)C1 (centres undefined)	0	-5	4	11	2	-1	-12	-0.1	2.0
CCOC(=O)c1sc(NS(=O)(=O)c2ccc(C)cc2)nc1C	-1	0	-14	-1	0	3	2	0.8	1.1
COc1ccc(-c2noc(CN(C)S(=O)(=O)c3ccc(Cl)cc3)n2)cc1OC	-10	16	-13	-11	-1	2	-5	-1.5	-1.2
Cc1cc(-c2cc(-c3ccc(Cl)cc3)on2)nc(NC2CCCC2)n1	-8	14	-9	8	-6	-2	-4	-0.1	-0.5
CCC1CCCCN1C(=O)COc1ccc(S(=O)(=O)N2CCOCC2)cc1Cl (centres undefined)	-4	-2	11	-6	-5	-3	-8	0.1	-0.5
Cc1nn(-c2ccccc2)c(C)c1/C=N/NC(=O)CSc1nnc(SCc2ccc(Cl)cc2)s1	-1	15	-3	-3	0	-4	3	0.1	0.0
COc1ccc(NC(=O)CC2(CC(=O)O)CCCC2)cc1	-5	-7	0	-3	-4	2	4	-1.0	-0.3
CC[C@]12c3[nH]c4cc(CCC(=O)N(C)C)ccc4c3CCN1C(=O)[C@@H](CC(=O)NCC13CC4CC(CC(C4)C1)C3)C[C@@H]2C(=O)N1CCN(C(=O)c2ccco2)CC1	-1	-6	2	-3	-12	10	-6	1.1	2.9
COCCNC(=O)C(C)N1c2cccc3cccc(c23)S1(=O)=O (centres undefined)	-1	-5	12	-11	11	-20	-3	-0.1	0.4
CC(C)C(NC(=O)c1c(F)cccc1F)C(=O)OCN1C(=O)c2ccccc2C1=O (centres undefined)	-1	-2	1	-7	-1	1	2	-0.3	-0.1
CC(C)(C)C1=Nn2c(nnc2-c2ccccn2)SC1	1	-10	3	3	10	-1	-16	-1.1	-0.1
CN(C)c1ccc(/C=N/n2ncc3ccccc32)cc1	-5	27	14	-14	-20	-7	-14	0.5	x
Cc1ccnc(NS(=O)(=O)c2ccc(NC(=O)Cc3ccc(Br)cc3)cc2)n1	-4	-4	-2	-3	8	-2	-18	0.1	-1.0
Cc1ccc(NC2OC(C(O)CO)C(O)C2O)cc1[N+](=O)[O-] (centres undefined)	1	-3	5	3	13	4	-1	-0.6	-0.3
O=C(c1ccc(=O)[nH]n1)N1CCc2ccccc2C1	-8	-5	-3	-8	5	3	-8	0.2	-0.1
COc1ccccc1CNC(=O)C1CCC(=O)N(CCCc2ccccc2)C1 (centres undefined)	0	-8	3	-4	-5	1	-2	-0.1	-0.8
COc1ccccc1NC(=O)c1ccc(NC(=O)COC(=O)c2cccnc2Cl)cc1	-5	-3	-11	2	11	1	-5	0.1	-0.7
CCOC(=O)C(=O)Nc1nc(-c2ccccc2)c(CC)s1	-3	-5	-12	2	4	-8	5	-0.6	0.3
O=C(Cc1ccc(F)cc1)N1CCN(c2ccc([N+](=O)[O-])cc2)CC1	-1	8	-2	-5	-14	3	-12	0.0	-0.1
Cc1nc2ccc(Br)cc2c(=O)n1Cc1cccs1	-3	10	11	5	-1	3	3	0.0	-0.5
CCOc1ccccc1N1CCN(CC(O)COC2CCCc3ccccc32)CC1 (centres undefined)	0	-3	15	-1	-7	3	13	0.2	-0.1
Cn1c(C(=O)NCCCN2CCN(c3ccccc3F)CC2)cc2c(=O)n(C)c3ccccc3c21	1	-2	-3	8	-3	4	-9	0.3	0.3
O=C(COC(=O)COc1cccc(F)c1)Nc1nc2ccccc2s1	-1	-3	16	5	-9	-3	11	-0.1	-0.4
COc1ccc(C2c3cc4c(cc3OC(NNC(N)=O)C2C)OCO4)cc1 (centres undefined)	-12	-2	-5	-1	5	-6	8	-0.6	1.8
CSc1ccc(NC(=O)NCCN2CCc3ccccc3C2)cc1	-2	-2	5	-1	2	6	6	0.2	-0.5
Cc1ccc(C)c(NC(=O)NCCN2CCCCC2)c1	-11	-16	-8	7	4	5	-10	-0.5	-0.2
CN1CCC(=O)N(CCOc2ccccc2)CC1	-10	-10	-3	-4	-13	-1	-1	-0.3	0.6
Cc1ccc(S(=O)(=O)N2CC(=NO)C2)cc1	-7	-10	-7	-10	-6	5	18	-0.6	0.5
COc1cc(NC(=O)CCc2c(C)noc2C)c(C(=O)O)cc1OC	-1	-8	9	-17	18	-2	-2	0.0	-0.5
COc1ccc(-c2nc(CS(=O)CC(=O)NCC3CCCO3)c(C)o2)cc1 (centres undefined)	-1	-3	2	0	-3	9	14	-1.4	0.1
COc1cccc(C(=O)NCCNC(=O)c2cnccn2)c1	-8	-5	1	9	4	2	-12	-0.4	-2.5
CCN(CC(=O)Nc1ccc(C)c(S(=O)(=O)N(C)C)c1)Cc1ccccc1	-2	7	11	-5	-1	4	0	-1.0	-1.3
Cn1c(=O)c2c(SC3CCCC3)nc(C3CC3)nc2n(C)c1=O	-1	16	-2	-5	-6	2	-5	-1.0	-0.5
O=c1c(Cl)c(N2CCNCC2)cnn1C12CC3CC(CC(C3)C1)C2	-2	-4	11	10	-1	1	-2	-0.3	2.0
C=CCN(c1nc(C)cc(OC)n1)S(=O)(=O)c1ccc(C)cc1	-1	25	14	-6	5	-3	-6	-0.2	1.6
COc1cccc(OC)c1C1=NC(C)(C)CO1	-3	-8	11	7	9	-2	17	-0.1	-1.0
COc1ccc(C(N)=O)cc1NC(=O)c1cccc(F)c1	-5	-7	-12	-2	13	4	-12	-1.0	-0.7
CC(C)(C)Nc1nc(SCC(=O)Nc2ccccc2Cl)nc(N2CCOCC2)n1	-8	19	-8	0	11	-2	-5	-0.1	-1.4
COc1ccc(N(CC(=O)NCc2ccccc2)S(=O)(=O)c2c(C)noc2C)cc1	-10	1	8	2	1	6	-6	-1.0	-0.9
COc1ccc(C2CC(c3cccs3)n3nc(N)nc3N2)cc1 (centres undefined)	-7	-6	15	-3	-10	-6	5	-0.4	2.5
COc1ccc(/C=C2\SC(=O)N(CCCC(=O)Nc3cc(Cl)ccc3C(=O)O)C2=O)cc1	-5	-2	4	0	-20	-1	8	0.6	2.2
Other results
SMILES	MsrA act	FAS-TE inh	SKN-1 inh	E coli Lon inh	NRP1-CendR mod	MT1-MMP act inh	PABP1 MLLE inh	TbMetRS inhib	MsrA inhibitor
Cc1cccc(N=C2NC(=O)S/C2=C\c2ccco2)c1	-9	2	2	-9	-9	-9	-7	-0.7	1.3
c1ccc(C(c2nnnn2Cc2ccco2)N2CCN(c3nc4ccccc4s3)CC2)cc1 (centres undefined)	3	32	5	-14	46*	-11	-15	-0.2	-1.4
Cc1c(C(=O)N2CCN(c3ccccc3F)CC2)oc2c1C(=O)CC(C)(C)C2	-4	-2	7	2	10	3	9	0.4	0.3
COc1ccc2[nH]c(=O)c(C(c3nnnn3C3CCCCC3)N3CCN(C)CC3)cc2c1 (centres undefined)	2	-6	23	0	-5	1	0	-0.5	1.8
CC1(C)Cc2c(ccc3ccccc23)C(NNC(=O)c2cccnc2)=N1	-12	-9	20	-4	1	2	7	-1.6	1.5
Cc1cc(C)cc(OCC(=O)N(C)CC(=O)Nc2ccc(Cl)c(C(F)(F)F)c2)c1	-1	21	7	-4	11	4	7	-0.1	-1.7
O=C(COC(=O)c1cccc(O)c1)Nc1ccc(N2CCOCC2)cc1	-4	-6	-16	-2	8	1	3	-0.2	1.1
CC(=O)c1cccc(OCCCOc2cccc3cccnc23)c1	-3	8	-5	-2	0	0	-4	-0.6	-0.9
